A3G deaminase: inhibitors of human APOBEC3G DNA deaminase. Q9HC16. recombinant A3G, ssDNA deamination FAM/TAMRA fluorescence. inhibition, % at 20 µM. 330,000 compounds, 0.28% hits;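 active = inhibition of at least 40% at 20 µM, with no more than 30% in the related APOBEC3A deaminase screen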;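 note: plate controls were DMSO wells with A3G for no effect and wells lacking A3G enzyme for full effect; some compounds called inactive have numbers as strong as hits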
Target sequence (Q9HC16 whole entry, looked up): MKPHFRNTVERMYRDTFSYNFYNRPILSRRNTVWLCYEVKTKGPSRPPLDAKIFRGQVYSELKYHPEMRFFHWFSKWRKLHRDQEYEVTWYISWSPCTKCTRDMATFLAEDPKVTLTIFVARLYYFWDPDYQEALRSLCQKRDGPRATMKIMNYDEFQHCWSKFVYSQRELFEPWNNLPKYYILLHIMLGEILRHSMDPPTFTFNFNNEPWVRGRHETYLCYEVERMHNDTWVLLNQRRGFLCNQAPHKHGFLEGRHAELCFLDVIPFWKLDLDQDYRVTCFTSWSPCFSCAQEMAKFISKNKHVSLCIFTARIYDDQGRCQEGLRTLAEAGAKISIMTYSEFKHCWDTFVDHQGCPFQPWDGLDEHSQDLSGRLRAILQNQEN
APOBEC3A inh: blocks human APOBEC3A ssDNA deamination | 330,000 compounds, 0.41% hits | P31941 | AID 493011 | inhibition, % at 20 µM | recombinant A3A, FAM/TAMRA ssDNA deamination fluorescence;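 active = at least 40% inhibition at 20 µM here, with at most 30% in a related deaminase screen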;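 note: plate controls were A3A with DMSO for no effect and wells lacking A3A enzyme for full effect; some results filed as inactive read as strong as hits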
mIAP inh: mouse IAP inhibition. purified mouse IAP, CDP-Star luminescence, 30 min. inhibition, % at 10 µM. 330,000 compounds, 0.2% hits. AID 2806;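 active = inhibition of at least 40% at 10 µM in the primary screen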;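 note: plate controls were DMSO with enzyme for no effect and no enzyme wells for full effect; values of inactives mirror those of a sister screen read the other way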
mIAP activ: mouse IAP activation | muIAP, CDP-Star luminescence, 30 min; stronger effect = higher value; 1 = vehicle-only enzyme signal, 0 = enzyme-free wells | activation factor at 10 µM | 330,000 compounds, 0.24% hits | AID 2805;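 active = activation factor of at least 2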; note: the source names both 10 and 20 µM as test concentration; values of inactives mirror those of a sister screen read the other way
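Assay system: mouse IAP enzyme; reagent: chemiluminescent substrate CDP-Star; dosing: test compounds delivered from DMSO solution; schedule: 30 min at room temperature; measured by: luminescence from enzymatic CDP-Star hydrolysis; controls: DMSO-only wells and no-enzyme negative control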
hIAP block: human IAP inhibition | P09923 | purified IAP, CDP-Star luminescence, 30 min | inhibition, % at 10 µM | 330,000 compounds, 0.12% hits;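 active = inhibition reaching a set limit with compound at 10 µM in the primary screen, cut at about 35% in these data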;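 note: plate controls were DMSO wells with enzyme for no effect and no-enzyme buffer wells for full effect; values of inactives mirror those of a sister screen read the other way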
Target sequence (P09923 whole entry, looked up): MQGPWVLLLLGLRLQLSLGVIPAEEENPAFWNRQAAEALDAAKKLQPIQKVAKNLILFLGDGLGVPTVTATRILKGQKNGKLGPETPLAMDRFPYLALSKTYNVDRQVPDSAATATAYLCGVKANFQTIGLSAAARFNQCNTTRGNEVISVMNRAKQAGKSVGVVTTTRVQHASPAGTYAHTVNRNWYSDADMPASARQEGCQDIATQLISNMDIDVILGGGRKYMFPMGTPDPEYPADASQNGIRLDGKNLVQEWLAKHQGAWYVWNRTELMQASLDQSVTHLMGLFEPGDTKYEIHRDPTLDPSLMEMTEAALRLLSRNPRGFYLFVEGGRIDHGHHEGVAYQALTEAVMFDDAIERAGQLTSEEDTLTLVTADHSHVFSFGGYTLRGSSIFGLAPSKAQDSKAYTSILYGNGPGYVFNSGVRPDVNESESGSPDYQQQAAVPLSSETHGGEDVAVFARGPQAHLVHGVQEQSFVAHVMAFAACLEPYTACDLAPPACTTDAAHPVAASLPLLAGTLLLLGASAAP
hIAP act: increases human intestinal alkaline phosphatase activity. P09923. activation factor at 10 µM. purified human IAP, CDP-Star luminescence, 30 min; stronger effect = higher value; 1 = vehicle-only enzyme, 0 = enzyme-free background. AID 2524. 330,000 compounds, 0.16% hits;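 active = activation factor of the enzyme at least 2-fold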; note: the source names both 10 and 20 µM as test concentration; values of inactives mirror those of a sister screen read the other way
beta cell repl: MIN6 beta-cell proliferation induction; 330,000 compounds, 0.29% hits; AID 2380; MIN6 cells proliferation, ATPlite luminescence, 48 h; cells starved in 0.2% serum; 100% = growth in 10% serum; proliferation, % at 10 µM;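 active = compounds whose signal lies at least 3.5 SD above the mean of all wells on their plate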;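 note: 0% = DMSO-treated cells in low-serum medium and 100% = 10% serum control; some compounds called inactive have numbers as strong as hits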
MPTP block: blocks calcium-induced mitochondrial swelling; isolated mouse mitochondria, Ca2+ swelling absorbance, 30 min; inhibition, % at 10 µM; 360,000 compounds, 1.4% hits;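 active = inhibition of 50% or more, scaled per plate between neutral and stimulator controls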;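 note: 0% = DMSO wells given calcium and 100% = 1 mM EGTA wells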
GRIN3A LBD mod: modulates the human NR3A ligand-binding domain; NR3A LBD differential scanning fluorimetry, Tm shift; 0% = protein alone, 100% = glycine-bound protein; 340,000 compounds, 2.5% hits; Tm shift relative to glycine control, % at 25 µM;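 active = melting temperature shift of at least 10% of the positive control shift, at one fixed dose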
Numbers without * were called inactive; / = no result given.

[1] Cc1[nH]nc2c1C(CC(C)C)C(C#N)=C(N)O2 (stereo unspecified)
[2] CC1CCCN(c2nc(-c3cccnc3)nc3scc(-c4ccccc4)c23)C1 (stereo unspecified)
[3] O=C(Cn1cncn1)N/N=C/c1ccc(Cl)cc1
[4] CCOc1cc(N2CCOCC2)c(OCC)cc1NC(=O)COc1ncnc2ccccc12
[5] COc1cc(/C=N\NC(=O)CC(=O)NCCc2ccccc2)ccc1O
[6] CC(=O)Nc1sc2c(c1C(c1cccs1)N1CCOCC1)CCCC2 (stereo unspecified)
[7] CCOC(=O)C1C(=O)N(C(=O)c2ccc(OC)cc2)CC1c1ccccc1 (stereo unspecified)
[8] CC(C)(C)NC(=O)CSc1nnc(-c2ccccn2)n1Cc1ccccc1
entry no.,1,2,3,4,5,6,7,8
A3G deaminase,7,0,-1,-7,-3,2,2,-4
APOBEC3A inh,-5,-2,-3,-3,-3,0,4,1
mIAP inh,-12,7,-10,-1,4,-9,3,2
mIAP activ,1.1,0.93,1.1,1,0.96,1.1,0.97,0.98
hIAP block,5,-20,-19,21,16,-17,14,-10
hIAP act,0.95,1.2,1.2,0.79,0.84,1.2,0.86,1.1
beta cell repl,0,-4,-3,-1,0,5,-4,1
MPTP block,0.8,73*,-1.3,1.1,-2.9,-1.3,-0.8,-0.1
GRIN3A LBD mod,1,12*,0,0,-2,-1,-1,-1

[9] COc1ccccc1CNC(=O)CCNS(=O)(=O)c1ccc2c(c1)CC(C)N2C(C)=O (stereo unspecified)
[10] CN(C)S(=O)(=O)c1cccc(C(=O)Nc2ccccc2Cl)c1
[11] CC1CCCN(C2=NC(=O)/C(=C/c3cn(-c4ccccc4)nc3-c3cccc(S(=O)(=O)N(C)C)c3)S2)C1 (stereo unspecified)
[12] O=C(O)CCCCCCCCc1cn(CC2CCCCC2)nn1
[13] Cc1ccc(NC(=O)CCNC(=O)c2ccc(Cl)cc2)nc1
[14] O=C(CN1CCCN(S(=O)(=O)c2ccc(F)cc2)CC1)Nc1cccc(F)c1
[15] c1csc(-c2ncc3ccccn23)c1
[16] CN(C)CCC1c2ccc(Cl)cc2CCc2cccnc21 (stereo unspecified) (tested in a mixture with another compound)
entry no.,9,10,11,12,13,14,15,16
A3G deaminase,-1,-7,-7,-14,-5,-10,-6,-3
APOBEC3A inh,-2,-1,-17,-8,-3,-3,-4,-3
mIAP inh,9,0,8,-19,-8,-4,-5,-4
mIAP activ,0.91,1,0.92,1.2,1.1,1,1.1,1
hIAP block,3,9,11,3,8,0,-7,-17
hIAP act,0.97,0.91,0.89,0.97,0.92,1,1.1,1.2
beta cell repl,1,1,1,-3,-3,-2,-1,-6
MPTP block,-1.3,-1.6,-3.3,0.4,-0.5,0.1,-0.3,-0.1
GRIN3A LBD mod,0,-1,-1,-1,0,-3,-7,-1

[17] Nc1c(C(=O)Nc2ccc(Cl)cc2)oc2ccccc12
[18] Cc1ccc(OCC(=O)Nc2ccc3oc(=O)ccc3c2)cc1C
[19] O=C(c1cc2nc(-c3ccc(Cl)cc3)cc(C(F)(F)F)n2n1)N1CCOCC1
[20] CCOC(=O)c1cc2c(=O)n3ccccc3nc2n(C(C)C)c1=NC(=O)c1c(-c2ccccc2Cl)noc1C
[21] O=C(O)C1=CC[C@@H](c2ccc(Cl)cc2)N(S(=O)(=O)c2ccc(Cl)cc2)[C@H]1c1ccc(F)cc1
[22] Cc1ccc(NC2c3ncccc3C(=O)N2Cc2ccco2)c(C)c1 (stereo unspecified)
[23] Cc1ccc(Sc2c(C)[nH]n(C(C)(C)C)c2=O)cc1
[24] O=C(NC(O)C(=O)c1ccccc1)c1cccs1 (stereo unspecified)
entry no.,17,18,19,20,21,22,23,24
A3G deaminase,-9,-11,-5,-11,-9,0,-11,-7
APOBEC3A inh,-7,-3,-5,-9,-5,1,-2,0
mIAP inh,1,9,7,-2,4,3,0,-3
mIAP activ,0.99,0.91,0.93,1,0.96,0.97,1,1
hIAP block,6,23,-8,6,14,-16,11,-7
hIAP act,0.94,0.77,1.1,0.94,0.86,1.2,0.89,1.1
beta cell repl,-4,-4,-1,-2,-6,4,1,-2
MPTP block,0.1,-0.5,-0.3,0.3,2.3,0.7,2.9,0.0
GRIN3A LBD mod,-8,-19,0,-3,-13,3,0,0

[25] CCOC(=O)C1CCN(C(=O)c2ccccc2NC(=O)c2ccc(Br)cc2)CC1
[26] COc1cccc(NC(=O)CCN2C(=O)c3ccccc3Sc3ncccc32)c1
[27] CCCCC(=O)NNC(=O)N1c2ccccc2Sc2ccccc21
[28] O=c1c2ccccc2[nH]c(=S)n1Cc1cccnc1
[29] COc1ccc(Br)cc1/C=N/NC(=O)c1ccc(OC)c(OC)c1
[30] O=C(COC(=O)CCSc1ccccc1)NCc1ccccc1
[31] CCNc1sc(C(=O)c2cccs2)c(N)c1-c1nc2ccccc2s1
[32] COc1cccc(NC(=O)CCN2CCN(C)CC2)c1
entry no.,25,26,27,28,29,30,31,32
A3G deaminase,-5,-5,-5,-3,-9,-9,5,-4
APOBEC3A inh,-1,-2,-5,-2,2,-1,2,0
mIAP inh,5,0,5,2,2,-13,7,-2
mIAP activ,0.95,1,0.95,0.98,0.98,1.1,0.93,1
hIAP block,6,-28,-17,5,4,-15,-27,14
hIAP act,0.94,1.3,1.2,0.95,0.96,1.2,1.3,0.86
beta cell repl,-1,0,0,0,0,-1,-6,0
MPTP block,0.8,-2.2,1.2,0.0,-1.1,-2.6,3.1,0.9
GRIN3A LBD mod,-2,2,-7,-1,3,-2,21*,-11

[33] Cc1ccc(NC(=O)CCC(=O)c2cc(C)sc2C)nc1
[34] COC(=O)c1cc2n(n1)CCN(Cc1ccccc1F)C2=O
[35] CC(C)=C1SC(N2CCN(c3ccc(C)c(Cl)c3)CC2)=NC1=O
[36] CC(=O)C1=C(C)NC(SCC(=O)c2ccc(F)cc2)=C(C#N)C1CC(C)C (stereo unspecified)
[37] COc1ccc(OC)c(C(=O)/C=C/c2cccnc2)c1
[38] CCCNC(=O)Cc1c(OC)ccc2cc(Br)ccc12
[39] CCS(=O)(=O)c1ccc2oc(Nc3cc(Cl)ccc3OC)nc2c1
[40] O=C(Nc1ccc(-c2nc3ccccc3[nH]2)cc1)c1c(F)c(F)c(F)c(F)c1F
entry no.,33,34,35,36,37,38,39,40
A3G deaminase,8,-5,3,19,-1,-5,-6,-3
APOBEC3A inh,5,-4,3,1,-1,-3,0,2
mIAP inh,5,2,5,16,5,-3,11,4
mIAP activ,0.95,0.98,0.95,0.83,0.95,1,0.89,0.96
hIAP block,2,-5,5,4,-10,-1,7,18
hIAP act,0.97,1,0.95,0.95,1.1,1,0.93,0.82
beta cell repl,-4,1,-1,0,-7,1,0,-2
MPTP block,-1.4,1.2,2.6,-0.1,0.5,0.2,-2.1,-0.1
GRIN3A LBD mod,/,-1,1,-2,-3,-3,2,16*

[41] Cc1ccc2c(=O)oc(N(C)C)nc2c1
[42] COc1cccc(NC(=O)c2ccc3c(c2)OCO3)c1
[43] N#CC1=C(N)SC(N)=C(C#N)C1c1ccnc2ccccc12
[44] COc1ccc(N(Cc2cc3ccccc3[nH]c2=O)S(=O)(=O)c2ccccc2)cc1
[45] CCc1cc2c(=O)c(-c3ccc4c(c3)OCCO4)c(C)oc2cc1OS(C)(=O)=O
[46] CC(C)(C)CN1C(N)=NC[C@@H]1c1ccccc1
[47] Cc1cc(OCC(=O)Nn2cnnc2)ccc1Br
[48] O=C(NCc1cccc(Cl)c1)c1ccncc1
entry no.,41,42,43,44,45,46,47,48
A3G deaminase,-4,-5,-2,5,-11,-5,-6,2
APOBEC3A inh,-2,-5,-5,4,3,-4,-5,1
mIAP inh,3,-1,-2,6,3,-15,0,-15
mIAP activ,0.97,1,1,0.94,0.97,1.1,0.99,1.1
hIAP block,17,14,-14,19,17,5,-5,35
hIAP act,0.83,0.86,1.1,0.81,0.83,0.95,1.1,0.65
beta cell repl,-1,-4,-1,0,-2,0,-1,0
MPTP block,1.0,0.4,0.1,2.5,5.6,2.6,-0.1,-1.1
GRIN3A LBD mod,-2,7,-2,-2,2,0,1,-2

[49] CCC(CC)C(=O)Nc1nnc(S(=O)(=O)N2CCCc3ccccc32)s1
[50] Cn1c(=O)n(Cc2ccco2)c(=N)c2c3c(sc21)CCCC3
[51] Cn1cccc1/C=N/NC(=O)C(O)c1ccccc1 (stereo unspecified)
[52] COc1ccc(NC(=O)Cn2nnc(C(=O)NCc3cccs3)c2N)cc1OC
[53] O=C(Nc1ccccc1OC(F)F)c1ccc(Br)o1
[54] O=c1cc(CN2CCN(c3cccc(Cl)c3)CC2)c2cc(O)c(-c3ccccc3)cc2o1
[55] CN(Cc1ccccc1)C(=C(Cl)Cl)C(=C1NCCN1)[N+](=O)[O-]
[56] O=S(=O)(c1ccc2ccccc2c1)N1CCN(S(=O)(=O)N2CCOCC2)CC1
[57] Cc1ccc(C)c(OCc2n[nH]c(=S)o2)c1
[58] COC(=O)c1ccccc1NC(=O)c1cnc2sccn2c1=O
entry no.,49,50,51,52,53,54,55,56,57,58
A3G deaminase,7,1,-5,-5,-7,-7,0,-8,-3,-4
APOBEC3A inh,1,2,-3,-1,-3,-2,4,-6,4,-2
mIAP inh,10,-5,-1,5,-4,0,1,0,6,-12
mIAP activ,0.9,1.1,1,0.95,1,1,0.99,1,0.94,1.1
hIAP block,-17,-9,-18,-33,2,1,-20,6,-2,-1
hIAP act,1.2,1.1,1.2,1.3,0.98,0.99,1.2,0.94,1,1
beta cell repl,3,-2,-1,-5,-3,-3,2,-2,0,-2
MPTP block,4.3,0.0,0.9,-0.5,-0.6,-0.1,-0.7,0.1,0.5,0.2
GRIN3A LBD mod,-3,1,0,0,-1,-1,-1,-10,2,-10

Random excerpt: 5 entries already listed, in no set order.
[54] O=c1cc(CN2CCN(c3cccc(Cl)c3)CC2)c2cc(O)c(-c3ccccc3)cc2o1
[49] CCC(CC)C(=O)Nc1nnc(S(=O)(=O)N2CCCc3ccccc32)s1
[53] O=C(Nc1ccccc1OC(F)F)c1ccc(Br)o1
[58] COC(=O)c1ccccc1NC(=O)c1cnc2sccn2c1=O
[55] CN(Cc1ccccc1)C(=C(Cl)Cl)C(=C1NCCN1)[N+](=O)[O-]
entry no.,54,49,53,58,55
A3G deaminase,-7,7,-7,-4,0
APOBEC3A inh,-2,1,-3,-2,4
mIAP inh,0,10,-4,-12,1
mIAP activ,1,0.9,1,1.1,0.99
hIAP block,1,-17,2,-1,-20
hIAP act,0.99,1.2,0.98,1,1.2
beta cell repl,-3,3,-3,-2,2
MPTP block,-0.1,4.3,-0.6,0.2,-0.7
GRIN3A LBD mod,-1,-3,-1,-10,-1

2 of these compounds in another layout:
| # | canonical_smiles | A3G deaminase | APOBEC3A inh | mIAP inh | mIAP activ | hIAP block | hIAP act | beta cell repl | MPTP block | GRIN3A LBD mod |
| --- | --- | --- | --- | --- | --- | --- | --- | --- | --- | --- |
| 49 | CCC(CC)C(=O)Nc1nnc(S(=O)(=O)N2CCCc3ccccc32)s1 | 7 | 1 | 10 | 0.9 | -17 | 1.2 | 3 | 4.3 | -3 |
| 51 | Cn1cccc1/C=N/NC(=O)C(O)c1ccccc1 (stereo unspecified) | -5 | -3 | -1 | 1 | -18 | 1.2 | -1 | 0.9 | 0 |

High-throughput results (PubChem BioAssay)
